PRC2 inh – EZH2/PRC2 methyltransferase inhibitors, primary screen, biochemical, DELFIA time-resolved fluorescence, single point | Histone-lysine N-methyltransferase EZH2 (Homo sapiens), Q15910 | PRC2 H3K27 methylation, DELFIA TRF, 1 h | inhibition, % at 12.5 µM | actives 0.35% (n = 57,000) | AID 651548, 2012;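 active means mean inhibition of replicates at least 50% and every single replicate also reaching 50%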;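 further: dimethyl H3K27 on biotinylated H3 21-44 peptide detected by antibody; plate controls were median neutral control wells for no effect and median positive control wells for full effect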
Target sequence (Q15910 whole entry, looked up): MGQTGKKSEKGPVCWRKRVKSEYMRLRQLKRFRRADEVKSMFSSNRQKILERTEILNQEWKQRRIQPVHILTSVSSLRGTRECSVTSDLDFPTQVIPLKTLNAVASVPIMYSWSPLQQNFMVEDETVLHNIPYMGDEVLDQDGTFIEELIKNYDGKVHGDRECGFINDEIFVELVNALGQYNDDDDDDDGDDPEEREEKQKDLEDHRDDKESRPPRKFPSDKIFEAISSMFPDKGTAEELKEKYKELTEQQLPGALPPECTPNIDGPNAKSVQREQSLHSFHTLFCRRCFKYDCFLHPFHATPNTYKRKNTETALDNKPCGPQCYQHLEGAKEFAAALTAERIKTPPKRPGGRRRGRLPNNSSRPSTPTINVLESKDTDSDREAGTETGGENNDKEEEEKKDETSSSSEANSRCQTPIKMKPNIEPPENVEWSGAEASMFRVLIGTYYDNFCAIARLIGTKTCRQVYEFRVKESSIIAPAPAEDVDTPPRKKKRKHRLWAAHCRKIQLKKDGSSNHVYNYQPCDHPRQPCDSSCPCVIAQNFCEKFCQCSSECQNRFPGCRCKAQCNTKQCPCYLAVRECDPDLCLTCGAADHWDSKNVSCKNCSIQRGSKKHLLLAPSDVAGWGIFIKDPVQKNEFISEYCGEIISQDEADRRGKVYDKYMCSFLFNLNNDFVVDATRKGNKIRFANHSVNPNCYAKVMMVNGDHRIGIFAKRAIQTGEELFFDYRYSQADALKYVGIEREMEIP
IDH1 mut inh – inhibitors of IDH1 R132H reductase, primary screen, biochemical, plate reader, single point. Isocitrate dehydrogenase [NADP] cytoplasmic (Homo sapiens), O75874. diaphorase/resazurin fluorescence, 60 min. inhibition, % at 10 µM. actives 0.18% (n = 70,000). AID 624101, 2012; in the data active means inhibition above about 34%;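 further: 0% = DMSO and 100% = no enzyme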
Numbers without * were called inactive; / = no result given. An excerpt, so the mix of outcomes need not match the whole.

SMILES	PRC2 inh	IDH1 mut inh
NC(=O)CSc1ncnc2scc(-c3ccc(Cl)cc3)c12	3	0.0
C[C@H](CO)N1C[C@H](C)[C@@H](CN(C)S(=O)(=O)c2cn(C)cn2)OCCCC[C@H](C)Oc2ccc(NC(=O)c3ccccc3)cc2C1=O	/	-1.4
CCN1CCC[C@H]1CNC(=O)c1cc(S(N)(=O)=O)ccc1OC	-11	0.1
CCCNC(=O)Nc1ccc2c(c1)C(=O)N(C)C[C@@H](OC)[C@H](C)CN(Cc1ccc(-c3ccccn3)cc1)[C@@H](C)CO2	-5	-0.5
CCCc1cn(CC[C@H]2CC[C@@H](NC(=O)C3CCCCC3)[C@H](CO)O2)nn1	-9	-0.1
C[C@@H]1CN([C@@H](C)CO)C(=O)c2ccccc2-c2ccccc2CO[C@H]1CN(C)Cc1ccncc1	9	2.5
C[C@@H]1CN([C@@H](C)CO)C(=O)c2cc(C#CCN(C)C)cnc2O[C@@H]1CN(C)Cc1cccc(F)c1	/	-0.1
C[C@@H]1CN([C@H](C)CO)C(=O)c2cc(NC(=O)Nc3ccc(C(F)(F)F)cc3)ccc2O[C@@H](C)CCCCO[C@H]1CN(C)Cc1ccccc1	/	0.2
O=C1OCCC1Sc1nnc(-c2ccccc2[N+](=O)[O-])o1 (stereo unspecified)	0	-0.3
CCN1CCN(c2c(Cl)cccc2NC(=O)c2ccc(-c3ccccc3[N+](=O)[O-])o2)CC1	/	0.0
C[C@H](CO)N1C[C@H](C)[C@@H](CN(C)Cc2ccc3c(c2)OCO3)Oc2ccc(NS(=O)(=O)c3ccccc3)cc2CC1=O	-13	3.6
COC(=O)C1(Cc2ccc(O)cc2)OC(=O)C(=O)C1c1ccc(O)cc1 (stereo unspecified)	12	-0.3
C[C@H]1CCCCO[C@H](CN(C)S(=O)(=O)c2ccccc2)[C@@H](C)CN([C@@H](C)CO)C(=O)c2cc(NS(=O)(=O)c3ccccc3)ccc2O1	/	2.1
C[C@H](CO)N1C[C@H](C)[C@H](CN(C)C(=O)NC2CCCCC2)Oc2ccc(NC(=O)C3CCCCC3)cc2C1=O	3	/
O=C(Nc1cc(F)ccc1F)N[C@@H]1CC[C@@H](CC(=O)N2CCc3ccccc3C2)O[C@H]1CO	-13	0.5
COC(=O)c1ccc(-n2c(CCC(=O)O)ccc2-c2ccc(Cl)cc2)cc1	6	0.0
C[C@H]1CN([C@@H](C)CO)S(=O)(=O)c2ccc(-c3ccncc3)cc2O[C@@H]1CN(C)C(=O)c1ccc2c(c1)OCO2	-4	8.8
CC(=O)N(C)C[C@H]1Oc2cc(C#CC3CC3)ccc2S(=O)(=O)N([C@H](C)CO)C[C@@H]1C	6	/
COC(=O)c1ccccc1NC(=O)C1CC(c2ccc(Cl)c(Cl)c2)=NO1 (stereo unspecified)	16	1.1
O=C(Nc1ccc2c(c1)OCO2)N[C@H]1CC[C@@H](CCNC(=O)C2CC2)O[C@@H]1CO	-5	0.2
CC(=O)O[C@@]1(C)C[C@@H](O)[C@@H]2C=CO[C@@H](O[C@@H]3O[C@H](CO)[C@@H](O)[C@H](O)[C@H]3O)[C@@H]21	/	1.9
COc1ccc(NC(=O)Nc2ccc3c(c2)CC(=O)N([C@H](C)CO)C[C@H](C)[C@@H](CN(C)C(=O)Nc2c(C)noc2C)O3)cc1	/	-0.2
C[C@@H]1CN([C@@H](C)CO)S(=O)(=O)c2ccc(C3=CCCC3)cc2O[C@H]1CN(C)C(=O)C1CCC1	-6	/
C[C@@H]1CN([C@@H](C)CO)C(=O)c2cc(NS(=O)(=O)c3ccccc3)ccc2O[C@H]1CN(C)C(=O)Nc1ccc2c(c1)OCO2	/	0.1
C[C@@H]1CN([C@@H](C)CO)C(=O)c2cc(C#CCN(C)C)cnc2O[C@H]1CN(C)Cc1ccncc1	0	0.3
COc1ccc(N(CC(=O)Nc2ccc(I)cc2)S(C)(=O)=O)cc1Cl	6	-0.2
COc1ccc(NC(=O)Nc2ccc3c(c2)C(=O)N([C@H](C)CO)C[C@@H](C)[C@H](CN(C)C(=O)Nc2ccc(C(F)(F)F)cc2)O3)cc1	/	2.7
Cc1noc(C)c1S(=O)(=O)Nc1ccc2c(c1)C(=O)N([C@@H](C)CO)C[C@@H](C)[C@@H](CN(C)Cc1ccc(C(=O)O)cc1)O2	/	0.2
C[C@@H]1CN([C@H](C)CO)C(=O)c2cc(NC(=O)Nc3ccc4c(c3)OCO4)ccc2O[C@@H](C)CCCCO[C@H]1CN(C)S(=O)(=O)c1ccccc1	/	0.8
COCC#Cc1cnc2c(c1)C(=O)N([C@@H](C)CO)C[C@@H](C)[C@@H](CN(C)C(=O)NC1CCCC1)O2	-10	0.1
O=C(Nc1sc2c(c1C(=O)NCc1ccco1)CCCC2)c1ccc(Br)cc1	-3	0.1
CS(=O)(=O)N(CC(=O)Nc1ccccc1C(=O)O)c1cccc(Cl)c1	-9	0.7
CCC(=O)N[C@@H]1CC[C@@H](CC(=O)NCc2ccc(OC)cc2)O[C@H]1CO	16	0.1
C[C@H]1CN([C@@H](C)CO)C(=O)c2cc(C3=CCCC3)cnc2O[C@@H]1CN(C)C(=O)CN(C)C	16	0.1
COCC(=O)N[C@@H]1C=C[C@@H](CC(=O)NCc2ccc(Cl)cc2)O[C@H]1CO	5	0.3
Cc1noc(C)c1NC(=O)N(C)C[C@@H]1Oc2ccc(NC(=O)C3CCCCC3)cc2CC(=O)N([C@@H](C)CO)C[C@@H]1C	-7	0.2
COc1ccc(CN(C)C[C@H]2Oc3ccc(NC(=O)CCC(F)(F)F)cc3C(=O)N([C@@H](C)CO)C[C@H]2C)cc1	/	0.1
CCC(=O)Nc1ccc2c(c1)OC[C@H](C)N(C(=O)Cc1cccnc1)C[C@H](C)[C@H](OC)CN(C)C2=O	12	0.4
C[C@@H]1CN([C@@H](C)CO)C(=O)c2cccc(NC(=O)c3cnccn3)c2O[C@@H]1CN(C)CC1CC1	/	1.9
C/C=C/c1ccc2c(c1)O[C@@H](CN(C)C(=O)c1ccccn1)[C@@H](C)CN([C@H](C)CO)S2(=O)=O	-6	0.2
C[C@H]1CN([C@@H](C)CO)C(=O)c2c(c3ccccc3n2C)-c2ccccc2CO[C@H]1CN(C)C(=O)C1CC1	18	0.3
CC(C)NC(=O)Nc1ccc2c(c1)C(=O)N([C@@H](C)CO)C[C@@H](C)[C@@H](CN(C)Cc1ccccc1)O2	0	0.8
Cn1c(SCC(=O)Nc2cccc(F)c2)nnc1-c1ccc(Cl)cc1	12	0.3
Cc1ccc(S(=O)(=O)Nc2ccc3c(c2)C(=O)N([C@H](C)CO)C[C@@H](C)[C@@H](CN(C)Cc2ccncc2)OCCCC[C@@H](C)O3)cc1	/	16
C[C@@H]1CN([C@@H](C)CO)S(=O)(=O)c2ccc(C#C[C@@H](C)O)cc2O[C@H]1CN(C)Cc1ccc(-c2ccccc2)cc1	20	/
C[C@H](CO)N1C[C@H](C)[C@@H](CN(C)C(=O)Nc2ccc(F)cc2)Oc2c(NS(C)(=O)=O)cccc2C1=O	3	0.0
C[C@H](CO)N1C[C@H](C)[C@@H](CN(C)S(=O)(=O)c2cccs2)OCCCC[C@H](C)Oc2ccc(NC(=O)C3CCCCC3)cc2C1=O	/	3.4
CC1(C)CC(=O)C2=C(C1)N(Cc1ccc(F)cc1)C(=O)C2(NC(=O)c1cccnc1)C(F)(F)F (stereo unspecified)	-7	0.0
O=C(Nc1ccccc1C(=O)N1CCOCC1)C1CCCO1 (stereo unspecified)	1	-0.1
C[C@H](CO)N1C[C@H](C)[C@@H](CN(C)C(=O)Nc2cccc3ccccc23)Oc2ccc(NC(=O)Nc3cccc4ccccc34)cc2C1=O	/	-1.1
Cc1ccc(S(=O)(=O)NCC[C@H]2CC[C@@H](NC(=O)Nc3cccc(F)c3)[C@H](CO)O2)cc1	-12	0.2
COc1ccccc1CN(C)C[C@H]1OCc2cnnn2CCCC(=O)N([C@@H](C)CO)C[C@H]1C	8	/
CNC[C@H]1OCCCC[C@@H](C)Oc2ccc(NC(=O)C3CCCCC3)cc2C(=O)N([C@H](C)CO)C[C@H]1C	-8	3.4
C=CCc1cccc(/C=N/NC(=O)CN2CCN(Cc3ccccc3)CC2)c1O	-18	1.2
C[C@H]1CN([C@@H](C)CO)C(=O)Cc2cc(NC(=O)c3ccncc3)ccc2O[C@H]1CN(C)Cc1ccncc1	-1	6.5
CNC[C@H]1Oc2c(NC(=O)Nc3ccc(C(F)(F)F)cc3)cccc2C(=O)N([C@@H](C)CO)C[C@H]1C	-27	2.2
Cc1ccc(S(=O)(=O)N[C@@H]2CC[C@@H](CCn3cc(C4CC4)nn3)O[C@H]2CO)cc1	-9	0.3
C[C@@H]1CN([C@@H](C)CO)C(=O)c2cc(NC(=O)c3ccncc3)ccc2O[C@@H]1CN(C)Cc1ccc(Oc2ccccc2)cc1	-27	-0.1
Cc1ccc(S(=O)(=O)Nc2ccc3c(c2)C(=O)N([C@@H](C)CO)C[C@@H](C)[C@@H](CN(C)C(=O)Nc2ccccc2)OCCCC[C@@H](C)O3)cc1	/	-1.6
CCC(=O)Nc1ccc2c(c1)C(=O)N(C)C[C@H](OC)[C@H](C)CN(Cc1cccnc1)[C@H](C)CO2	11	0.4

Following part:
SMILES	PRC2 inh	IDH1 mut inh
COc1ccc(NC(=O)N(C)C[C@@H]2Oc3ncc(C#C[C@@H](C)O)cc3C(=O)N([C@H](C)CO)C[C@H]2C)cc1	14	/
C[C@H](CO)N1C[C@H](C)[C@@H](CN(C)C(=O)Nc2ccc3c(c2)OCO3)Oc2ccc(NS(C)(=O)=O)cc2CC1=O	/	-3.2
C=C1C[C@@]23C[C@H]4C5[C@@]6(C)CC(=O)C[C@]57C(C2C(O)[C@H]1C(O)C37)N4C6 (stereo partly specified)	/	0.3
Cc1noc(C)c1S(=O)(=O)Nc1ccc2c(c1)C(=O)N([C@H](C)CO)C[C@H](C)[C@@H](CN(C)CC1CCCCC1)OCCCC[C@H](C)O2	/	0.2
O=C(O)C1CC(O)CN1S(=O)(=O)c1ccc(Cl)cc1 (stereo unspecified)	2	0.3
CCn1c(SCC(=O)Nc2ccccc2Br)nnc1-c1ccccc1	/	-1.0
C[C@@H]1CN([C@H](C)CO)C(=O)c2cccc(NC(=O)C3CC3)c2O[C@@H]1CN(C)C(=O)Nc1ccc(F)cc1	9	/
OC[C@H]1O[C@@H](Oc2ccc3c(c2)OC[C@H]2c4cc5c(cc4O[C@@H]32)OCO5)[C@H](O)[C@@H](O)[C@@H]1O	/	-0.1
C[C@H]1CN([C@@H](C)CO)C(=O)c2cc(/C=C/c3ccccc3)cnc2O[C@@H]1CN(C)S(C)(=O)=O	0	-0.2
C[C@@H]1CN([C@H](C)CO)C(=O)Cc2cc(NC(=O)Nc3ccc4c(c3)OCO4)ccc2O[C@@H]1CN(C)Cc1ccncc1	-3	/
C[C@@H]1CN([C@@H](C)CO)S(=O)(=O)c2ccc(C3=CCCC3)cc2O[C@H]1CN(C)C(=O)C1CCOCC1	-10	1.0
O=C1O[C@@H](c2ccccc2)[C@@H](c2ccccc2)N2[C@@H](c3ccc(OCCO)cc3)[C@]3(C(=O)Nc4ccc(C#CCCO)cc43)[C@@H](C(=O)N3CCCCCCC3)[C@H]12	-27	/
CCCC#Cc1ccc2c(c1)O[C@H](CN(C)C(=O)C1CCCCC1)[C@H](C)CN([C@@H](C)CO)S2(=O)=O	-35	/
C[C@@H]1CN([C@H](C)CO)C(=O)Cc2cc(NC(=O)C3CCCCC3)ccc2O[C@@H]1CN(C)S(C)(=O)=O	1	0.4
CCCC(=O)Nc1ccc2c(c1)OC[C@@H](C)N(CCC)C[C@@H](C)[C@@H](OC)CN(C)C2=O	-1	0.5
COc1ccc(S(=O)(=O)N(C)C[C@@H]2Oc3c(NS(=O)(=O)c4c(C)noc4C)cccc3C(=O)N([C@@H](C)CO)C[C@@H]2C)cc1	/	-0.1

A second format for some results above.
| SMILES | PRC2 inh | IDH1 mut inh |
| --- | --- | --- |
| COc1ccc(NC(=O)N(C)C[C@@H]2Oc3ncc(C#C[C@@H](C)O)cc3C(=O)N([C@H](C)CO)C[C@H]2C)cc1 | 14 | / |
| C[C@H](CO)N1C[C@H](C)[C@@H](CN(C)C(=O)Nc2ccc3c(c2)OCO3)Oc2ccc(NS(C)(=O)=O)cc2CC1=O | / | -3.2 |
| C=C1C[C@@]23C[C@H]4C5[C@@]6(C)CC(=O)C[C@]57C(C2C(O)[C@H]1C(O)C37)N4C6 (stereo partly specified) | / | 0.3 |
| Cc1noc(C)c1S(=O)(=O)Nc1ccc2c(c1)C(=O)N([C@H](C)CO)C[C@H](C)[C@@H](CN(C)CC1CCCCC1)OCCCC[C@H](C)O2 | / | 0.2 |
| O=C(O)C1CC(O)CN1S(=O)(=O)c1ccc(Cl)cc1 (stereo unspecified) | 2 | 0.3 |
| CCn1c(SCC(=O)Nc2ccccc2Br)nnc1-c1ccccc1 | / | -1.0 |
| C[C@@H]1CN([C@H](C)CO)C(=O)c2cccc(NC(=O)C3CC3)c2O[C@@H]1CN(C)C(=O)Nc1ccc(F)cc1 | 9 | / |
| OC[C@H]1O[C@@H](Oc2ccc3c(c2)OC[C@H]2c4cc5c(cc4O[C@@H]32)OCO5)[C@H](O)[C@@H](O)[C@@H]1O | / | -0.1 |
| C[C@H]1CN([C@@H](C)CO)C(=O)c2cc(/C=C/c3ccccc3)cnc2O[C@@H]1CN(C)S(C)(=O)=O | 0 | -0.2 |
| C[C@@H]1CN([C@H](C)CO)C(=O)Cc2cc(NC(=O)Nc3ccc4c(c3)OCO4)ccc2O[C@@H]1CN(C)Cc1ccncc1 | -3 | / |

Compound activity deposited in PubChem BioAssay by Broad Institute.
